# All columns: NCI-60 one-dose screen, growth in % after 48 h at 10 µM unless noted; 100 = growth as untreated, 0 = no growth, -100 = all killed.
# SR: SR leukemia cells; hit rate 8.7% among 73,000
# K-562: K-562 leukemia. hit rate 7.4% among 78,000
# BT-549: BT-549 breast cancer; hit rate 4.4% among 78,000
# T-47D: T-47D breast cancer; hit rate 5% among 79,000; AID 1794792
# HS 578T: HS 578T breast cancer | hit rate 4.1% among 78,000
# MDA-MB-231: MDA-MB-231 breast cancer. hit rate 5% among 81,000. AID 1794789
# MDA-MB-468: MDA-MB-468 breast cancer | hit rate 8.5% among 78,000 | AID 2202374
# MCF7: MCF7 breast cancer; hit rate 6.3% among 82,000
# The depositor's hits bear a star; nt = not tested or not shown; & = joins results of further samples; ! = not active in a repeat. How the source made its calls: active means growth percent below 10; inactive means the rest.
SMILES,SR,K-562,BT-549,T-47D,HS 578T,MDA-MB-231,MDA-MB-468,MCF7
CC(C)OC(=S)SCC(=O)c1ccc([N+](=O)[O-])cc1,70,103,95,90,101,117,81,90
CC1CCCC(O)(C[N+](=O)[O-])C1 (configuration not stated),87,86,95,76,nt,99,88,94
COc1ccc([Si](C)(C)CNCCSS(=O)(=O)O)cc1,101,99,123,92,101,95,117,82
COc1ccc2c(c1)OCN(c1nccnn1)C2,nt,nt,103,97,96,100,98,95
C=C1CCC2C3(C)COC(c4cccc(F)c4)OC3CCC2(C)C1CC(O)C1=CCOC1=O (configuration not stated),40,24,-4.4*,38,75,67,52,14
O=C1/C(=N/Nc2ccc(Cl)cc2)CCCc2ccccc21,112,88,89,54,106,94,78,86
CCOC(=O)c1c[nH]c2c(Cl)c(Cl)ccc2c1=O,83,96,100,94,120,112,92,92
CCCCCCCCCCCCNC(=S)N/N=C/c1ccc(Cl)c(Cl)c1,94,97,120,95,nt,104,104,102
CCOc1ccccc1C(=O)Oc1ccc(Cl)cc1,88,97,96,95,111,102,120,91
Clc1ccc(C2CCCCC2)cc1,102,104,103,103,128,106,103,97
N#Cc1c(Cl)nc(SCc2ccc([N+](=O)[O-])cc2)nc1-c1ccc(Cl)cc1,106,101,116,98,102,96,108,95
CCOc1cc2c(cc1OCC)C(c1cc(OC)c(O)c(OC)c1)NCC2 (configuration not stated),nt,104,103,110,95,99,101,105
CN1C(=S)N(C)C2NC(=NCCO)NC21 (configuration not stated),102,90,100,82,91,94,96,92
Cc1nn(-c2ccccc2)c2c1C(c1ccc(Cl)cc1)CC(=O)N2 (configuration not stated),nt,87,101,108,110,101,101,97
FC(F)(F)c1ccc(-c2cnc(-c3ncon3)nc2NC2CCCCCC2)cc1,90,48,81,47,91,87,31,56
C=C(C)[C@@H]1CC[C@]2(C(=O)NC(C)=O)CC[C@]3(C)[C@H](CC[C@@H]4[C@@](C)(CCCNC(C)=O)[C@H](C(=C)C)CC[C@]43C)[C@@H]12,66,61,87,70,68,67,73,57
O=C(O)Cc1c(-c2ccccc2)n[nH]c1-c1[nH]nc(-c2ccccc2)c1CC(=O)O,95,97,121,109,118,103,97,95
N#CCCN1C(=O)CCC1C(=O)O (configuration not stated),93,97,107,121,nt,129,103,nt
Cc1nc2ccccc2n2c(-c3cccc([N+](=O)[O-])c3)nnc12,84,91,100,75,93,98,94,76
CC#CCOCC1CN(C)C(=O)O1 (configuration not stated),94,103,136,100,105,115,98,93

# Structural class, the compounds so far with a COOH group (two)
SMILES,SR,K-562,BT-549,T-47D,HS 578T,MDA-MB-231,MDA-MB-468,MCF7
O=C(O)Cc1c(-c2ccccc2)n[nH]c1-c1[nH]nc(-c2ccccc2)c1CC(=O)O,95,97,121,109,118,103,97,95
N#CCCN1C(=O)CCC1C(=O)O (configuration not stated),93,97,107,121,nt,129,103,nt

# (continued)
SMILES,SR,K-562,BT-549,T-47D,HS 578T,MDA-MB-231,MDA-MB-468,MCF7
Cc1cc2nc(C(Cl)Cl)nc(-c3ccc(S(=O)(=O)N(C)C)cc3)n2n1,12,14,38,70,73,13,-20*,62
CC(=O)Nc1ccc(/C=C/C(=O)O)cc1,nt,nt,115,107,nt,109,112,95
CC(=O)n1nc(-c2ccccc2)cc1-c1ccccn1,114,103,89,94,nt,108,110,104
C/C(=C\c1cc(Cl)ccc1OCC(=O)O)[N+](=O)[O-],113,105,117,86,94,123,112,90
CCOC(=O)/C(=C/c1ccc([N+](=O)[O-])cc1)C(=O)c1ccccc1,4.1*,4.8*,6.8*,42,33,20,21,23
Nc1nc(N)nc(C2C=CCCC2)n1 (configuration not stated),71,96,99,96,142,108,110,97
Cc1ccc(/C(=N\c2sc(-c3ccccc3)nc2-c2ccccc2)N2CCc3ccccc3C2)cc1,109,99,109,83,96,101,96,99
N#Cc1c(-c2ccc(Cl)cc2)nc(NCCO)[nH]c1=O,99,103,102,89,109,nt,119,95
O=c1[nH]c2c(ccc3c2cnn3-c2ccc(Cl)cc2)cc1S(=O)(=O)c1ccccc1,99,105,93,103,106,119,82,101
COc1cc2ncnc(Nc3ccc(S(=O)(=O)Nc4nccs4)cc3)c2cc1OCCCN1CCOCC1,108,106,119,106,100,99,107,105
CCc1cc(OC(=O)N2CCC(N3CCCCC3)CC2)ccc1Nc1cc(-c2ccc(-n3cccn3)cc2)[nH]n1,-9.2*,-17*,88,97,67,60,84,6.8*
NC(=S)N1NC(=O)C(N=Nc2ccc(S(=O)(=O)N=C(N)N)cc2)C1=O (configuration not stated),101,104,109,112,107,105,100,94
Cc1ccc2nc(-c3cc4c([nH]c5ccccc54)c(-c4ccc(F)c(F)c4)n3)[nH]c2c1,-19*,66,84,78,108,61,nt,52
Nc1nnc(SCC(=O)NN2C(=O)NC3(CCCCC3)C2=O)s1,36,92,129,120,116,107,nt,162
COc1ccc(C(C)=O)c(O)c1,100,101,87,91,nt,nt,92,98
C#C[C@@H]1C[C@H](O)Cc2ccc(Cl)c(C)c2N1,85,94,108,106,122,96,109,100
O=C(Nc1nc2ccc(OC(F)(F)F)cc2s1)Nc1c(F)cccc1F,72,51,nt,75,102,113,72,86
O=C(O)c1cccc(C(=O)O)c1C(=O)O,87,104,100,119,nt,nt,96,92
CCOC1=CC(=O)CCC1,91,112,103,110,118,92,112,99
O=C(O)CCc1ccc(NP(=O)(NCCCl)NCCCl)cc1,101,100,112,103,nt,111,109,92

# Single records (already shown). Values in the order: SR, K-562, BT-549, T-47D, HS 578T, MDA-MB-231, MDA-MB-468, MCF7
# Profile of N#Cc1c(-c2ccc(Cl)cc2)nc(NCCO)[nH]c1=O = 99, 103, 102, 89, 109, nt, 119, 95
# Profile of COc1cc2ncnc(Nc3ccc(S(=O)(=O)Nc4nccs4)cc3)c2cc1OCCCN1CCOCC1 = 108, 106, 119, 106, 100, 99, 107, 105

# (continued)
SMILES,SR,K-562,BT-549,T-47D,HS 578T,MDA-MB-231,MDA-MB-468,MCF7
COC(=O)CC1CC1CCc1c(-c2ccc(F)cc2)c2ccccc2n1C(C)C (configuration not stated),nt,72,90,73,97,92,102,79
CCN(C(=O)CN1C(=O)/C(=C/c2cccs2)SC1=S)C1CCS(=O)(=O)C1 (configuration not stated),90,85,104,95,120,101,90,96
COc1ccc(OC)c(/C=C2\C(=O)ON=C2C)c1,nt,99,110,102,99,98,101,94
COC(=O)[C@]12CC[C@@H](C)[C@H](C)[C@@H]1C1=CC[C@@H]3[C@@]4(C)C[C@@H](O)[C@H](O)[C@@](C)(CO)C4=CC[C@@]3(C)[C@]1(C)CC2,-25*,-23*,-80*,-26*,-35*,-64*,-66*,-37*
C(=N/Nc1ncc(-c2cc3cc(-c4ccccc4)ccc3o2)s1)/c1cccs1,79,97,110,100,107,109,78,90
N/C(=N\S(=O)(=O)c1cccc(C(F)(F)F)c1)Nc1nc2ccccc2s1,nt,106,102,84,104,104,93,95
CC(=O)C1=C(O)C2(C)c3c(O)c(C)c(O)c(C(C)=O)c3OC2CC1=O (configuration not stated),83,71,77,72,76,96,58,82
CCN(CC)c1ccc(NC(=O)c2cccs2)cc1,77,72,104,98,82,81,104,89
CC(C)=C[C@@H]1CC2Cc3cc(Cl)ccc3N1O2 (some centres not stated),93,96,100,96,107,95,91,86
Cc1ccc(CN2CC3(Cc4c(C(C)(C)C)nn(-c5ccccc5)c42)C(=O)CC(C)(C)CC3=O)cc1,nt,60,79,83,107,78,87,85
COc1ccc(C(=O)/C=C/c2ccc(Cl)cc2)cc1S(N)(=O)=O,-10*,3.1*,12,70,92,66,57,18
Nc1nc2c(s1)C(c1ccc(OC3CCCC3)cc1)CC(=O)N2 (configuration not stated),90,100,91,81,104,97,87,96
O=c1ccc(=O)n(CCc2ccccn2)[nH]1,117,105,106,112,113,112,nt,93
Cn1c(SSc2ccc(-c3cccnc3)n2C)ccc1-c1cccnc1,58&87,7.9*!,105&107,121&83,104,110&91,94&72,117&76
Cn1c(=O)c2c(ncn2CN2CCOCC2)n(C)c1=O,nt,99,105,94,110,108,103,98
Nc1c(C(=O)Nc2cccc(C(F)(F)F)c2)sc2nc3c(cc12)CCCC3,73,78,95,70,103,93,60,86
CC(C)/C=C/CC[C@](C)(O)[C@H]1CC[C@]2(C)[C@@H]1CC[C@@H]1[C@@]3(C)C/C(=C/c4ccccn4)C(=O)C(C)(C)[C@@H]3CC[C@]12C,54,59,85,23,99,77,54,55
Cc1cccc(/C=C/c2c(C(=O)c3ccccc3)c(C)nc3ccccc23)c1,75,70,100,62,94,97,75,89
Cc1ccc(-c2nc(N3CCCNCC3)c3oc(-c4ccccc4)nc3n2)cc1,-42*,-64*,81,-67*,-30*,-92*,-76*,-75*
CCOC(=O)NC(Cc1ccccc1)c1ccccc1 (configuration not stated),82,91,97,100,102,98,106,101

# A second format for some results above.
Molecule: COc1ccc(OC)c(/C=C2\C(=O)ON=C2C)c1
  SR: nt
  K-562: 99
  BT-549: 110
  T-47D: 102
  HS 578T: 99
  MDA-MB-231: 98
  MDA-MB-468: 101
  MCF7: 94

Molecule: COC(=O)[C@]12CC[C@@H](C)[C@H](C)[C@@H]1C1=CC[C@@H]3[C@@]4(C)C[C@@H](O)[C@H](O)[C@@](C)(CO)C4=CC[C@@]3(C)[C@]1(C)CC2
  SR: -25*
  K-562: -23*
  BT-549: -80*
  T-47D: -26*
  HS 578T: -35*
  MDA-MB-231: -64*
  MDA-MB-468: -66*
  MCF7: -37*

# A different layout for two compounds above.
# Second line of a record – SR, K-562, BT-549, T-47D, HS 578T, MDA-MB-231, MDA-MB-468, MCF7
- COc1ccc(C(=O)/C=C/c2ccc(Cl)cc2)cc1S(N)(=O)=O
→ -10*, 3.1*, 12, 70, 92, 66, 57, 18
- Nc1nc2c(s1)C(c1ccc(OC3CCCC3)cc1)CC(=O)N2 (configuration not stated)
→ 90, 100, 91, 81, 104, 97, 87, 96

# Continued:
SMILES,SR,K-562,BT-549,T-47D,HS 578T,MDA-MB-231,MDA-MB-468,MCF7
CCCc1ccc(-c2cc(C(Cl)Cl)no2)cc1,92,129,93,107,94,108,108,91
C#CC1(OC(C)=O)CCCCC1,112,110,93,76,111,96,109,98
CCN(CC)CC(=O)N1CCOCC1,108,112,105,107,128,112,98,105
CC/C(=C(/c1ccc(Cl)cc1)c1ccc(OCCN2CCCCC2)cc1)c1ccc(OC)cc1,-22*,2.9*,78,32,85,73,27,15
CC(=O)c1ccc(-c2cn3ccnc3c(-c3ccc4ncn(C5CCCCC5)c4c3)n2)cc1,76,90,95,46,94,92,99,88
O=C1CCCC(=O)C1,97,130,101,99,nt,110,98,108
COc1cccc(CNCCN2C(=O)c3ccc4c5c(ccc(c35)C2=O)C(=O)N(CCNCc2cccc(OC)c2)C4=O)c1,-28*,8.7*,96,97,121,78,90,9.8*
O=C(CSc1nnc(-c2cccs2)n1-c1ccccc1)Nc1ccc(F)cc1,72,65,99,85,92,83,89,92
c1ccc(/C(=N\N=C(/c2ccccc2)c2cccs2)c2cccs2)cc1,87,84,102,87,105,nt,105,96
CN(C)CCCN=c1cc2c(=O)n(CCCN(C)C)c(=O)c3c(NCCCN(C)C)cc4c(O)n(CCCN(C)C)c(=O)c1c4c3-2,6.3*,6.5*,37,-1.2*,-11*,-0.6*,-53*,0.8*
CC(C)Sc1nc(Nc2ccc(C(=O)O)cc2)c(C#N)c(-c2ccccc2)n1,102,94,101,85,94,89,91,88
COc1ccc(C(C)O)cc1 (configuration not stated),94,97,101,97,111,102,91,93
